# Compound activity (PubChem BioAssay)
# TbMetRS inhib – blocks T. brucei methionyl-tRNA synthetase activity; purified T. brucei MetRS, ATP depletion, Kinase-Glo luminescence; inhibition, % at 11.9 µM; 360,000 tested, 0.4% active; AID 624268;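 active = inhibition above a per-plate cutoff of the control wells' mean inhibition plus 3 SD, cut at about 5.5% in these data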;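 also: 0% = DMSO wells median and 100% = median of wells with control inhibitor compound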
#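 Assay system: T. brucei methionyl-tRNA synthetase, purified | Medium: HEPES buffer with MgCl2, KCl, DTT, spermine, BSA, pyrophosphatase | Compound: 11.9 µM single point | Incubation: 15 min enzyme-compound preincubation, 2 h reaction, 10 min detection, 25 °C | Measured by: Kinase-Glo luciferase luminescence reporting remaining unconsumed ATP | Measure: % inhibition normalized to control-well medians | Replication: Singlicate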
# NadD block – inhibitors of Staphylococcus aureus NadD | 360,000 tested, 0.78% active | purified NadD enzyme, colorimetric absorbance read-out | inhibition, % at 20 µM; in the data active = inhibition above about 26%; also: some compounds past the cut are filed as inactive
# LMPTP inh – LMPTP (human) inhibition; recombinant LMPTP-A, OMFP fluorogenic substrate, fluorescence intensity; inhibition, % at 20 µM; 360,000 tested, 0.22% active;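 active = compounds that cut the enzyme signal by at least half of the control window in the single-dose screen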;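 also: plate controls were DMSO wells with enzyme plus substrate for no effect and substrate without enzyme for full effect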
#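 Test system: LMPTP-A phosphatase enzyme; input: 0.625 nM LMPTP-A final; reagent: OMFP substrate, 400 µM final; compound dosing: 20 µM single dose, 3% DMSO; incubation: 50 min dark incubation at room temperature; measured by: endpoint fluorescence intensity from OMFP dephosphorylation; measure: % inhibition relative to no-enzyme and uninhibited control wells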
# MLLE-PAM2 inh – blocks PAM2 peptide binding to the PABP1 MLLE domain; P11940; GST-MLLE / FITC-PAM2 fluorescence polarization; inhibition, % at 20 µM; 360,000 tested, 0.36% active; AID 588489; in the data active = inhibition above about 35%, passing the limit was not always enough;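 also: plate controls were DMSO wells with GST-MLLE for no effect and wells lacking GST-MLLE protein for full effect; some results filed as inactive read as strong as hits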
# Target sequence (P11940 whole entry, looked up, the tested form may be a part): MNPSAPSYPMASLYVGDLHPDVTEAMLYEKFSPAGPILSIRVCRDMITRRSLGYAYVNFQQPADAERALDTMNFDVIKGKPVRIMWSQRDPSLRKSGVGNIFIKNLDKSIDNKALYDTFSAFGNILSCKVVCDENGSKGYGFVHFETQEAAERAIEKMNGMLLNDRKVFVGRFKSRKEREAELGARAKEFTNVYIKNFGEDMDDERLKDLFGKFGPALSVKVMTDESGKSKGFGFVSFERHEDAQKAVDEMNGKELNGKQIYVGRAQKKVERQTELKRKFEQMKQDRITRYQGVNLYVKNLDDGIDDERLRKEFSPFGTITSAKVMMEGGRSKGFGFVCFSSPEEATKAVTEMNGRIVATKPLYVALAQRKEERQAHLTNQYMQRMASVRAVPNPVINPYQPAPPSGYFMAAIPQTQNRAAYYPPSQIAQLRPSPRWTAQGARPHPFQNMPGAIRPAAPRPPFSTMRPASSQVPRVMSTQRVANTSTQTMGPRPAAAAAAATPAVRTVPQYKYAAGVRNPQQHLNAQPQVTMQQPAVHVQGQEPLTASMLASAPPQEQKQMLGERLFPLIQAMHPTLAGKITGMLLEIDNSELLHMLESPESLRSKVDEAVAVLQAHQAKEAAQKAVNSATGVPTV
# SUMO1-SIM PPI – modulators of human SUMO1-mediated protein-protein interactions; P63165; SUMO1 binding to a labelled peptide, TR-FRET, 1 h; inhibition, % at 20 µM; 360,000 tested, 0.33% active; AID 602429; in the data active = inhibition above about 37%
# Target sequence (P63165 whole entry, looked up): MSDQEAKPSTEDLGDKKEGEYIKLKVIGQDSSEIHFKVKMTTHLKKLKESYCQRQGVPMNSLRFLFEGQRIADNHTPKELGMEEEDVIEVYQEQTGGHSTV
# Scp-1 inhibitor – blocks human Scp-1 phosphatase activity; inhibition, % at 20 µM; 340,000 tested, 0.88% active; AID 493091; Recombinant Scp1, phosphopeptide, malachite green phosphate absorbance;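 active = inhibition above about 50% at 20 µM, limit read from the data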;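 also: plate controls were DMSO wells with enzyme for no effect and wells lacking enzyme for full effect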
#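 Test system – truncated SCP-1 phosphatase (76-261aa) · Reagent – Phosphorylated 17-residue peptide substrate · Incubation – 45 min room-temperature reaction, 5 min colour, 30 min stabiliser · Detection – colorimetric phosphate reagent with accelerator and stabiliser, absorbance at 630 nm · Measure – % inhibition at 20 µM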
# DNMT1 inh – inhibitors of human DNMT1. P26358. DNMT1 molecular beacon, Hinp1I cleavage, fluorescence. inhibition (reported as % activation of signal), % at 10 µM. 360,000 tested, 0.83% active. AID 588458; in the data active = inhibition above about 50%
# Rpn11 inh – blocks the human proteasome subunit Rpn11 | human 26S proteasome, Ub4-pepOG fluorescence polarization; 20S core pre-blocked with epoxomicin | calls only at 20 µM | O00487 | 360,000 tested, 0.59% active | AID 588493;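 active = inhibition at 20 µM, scaled to each plate's controls, above about 33%, limit read from the data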
# Target sequence (O00487 whole entry, looked up): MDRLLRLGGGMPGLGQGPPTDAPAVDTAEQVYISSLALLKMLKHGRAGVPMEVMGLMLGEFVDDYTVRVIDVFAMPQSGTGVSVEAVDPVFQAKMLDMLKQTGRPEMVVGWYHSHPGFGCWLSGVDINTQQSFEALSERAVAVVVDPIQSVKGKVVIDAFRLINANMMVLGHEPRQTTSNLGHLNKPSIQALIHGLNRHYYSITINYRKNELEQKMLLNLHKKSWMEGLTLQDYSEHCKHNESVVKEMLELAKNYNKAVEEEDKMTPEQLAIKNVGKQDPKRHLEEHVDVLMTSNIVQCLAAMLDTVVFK
# CSN inh – inhibitors of human CSN-mediated cullin deneddylation. 360,000 tested, 0.38% active. AID 651999. Purified CSN, SCF-Nedd8-OG deneddylation, fluorescence polarization. inhibition, % at 12.5 µM;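 active = pattern-corrected inhibition above about 35%, with an unprinted fluorescence ratio check between 0.5 and 1.5, limit read from the data, passing the limit was not always enough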;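 also: 0% = enzyme with substrate and 100% = substrate without enzyme; some results filed as inactive read as strong as hits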
#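 Assay system: Purified human Csn5 enzyme expressed in HEK293T cells | Amount: Enzyme 0.24 nM | Measured by: Fluorescence polarization readout | Medium: Tris/NaCl/DTT buffer, pH 7.5 | Compound dosing: One concentration, 12.5 µM, 0.25% DMSO | Times: 90 min incubation of compound, enzyme and substrate at room temperature | Control set: no-enzyme wells high, enzyme-with-substrate wells low | Read-out: % inhibition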
# STEP inh – STEP (human) phosphatase inhibition. recombinant STEP, OMFP fluorogenic substrate, fluorescence. AID 588621. inhibition, % at 20 µM. 360,000 tested, 0.25% active. P54829;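 active = inhibition at 20 µM, scaled per plate between control wells, above about 37%, limit read from the data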;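 also: 0% = DMSO with enzyme and substrate and 100% = substrate only without enzyme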
#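 Assay system: isolated STEP enzyme / Timing: 20 min at room temperature, dark / Doses: 20 µM, 1% DMSO / Technique: fluorescence intensity, excitation 480 nm, emission 540 nm / Reagent: fluorogenic phosphatase substrate OMFP at 25 µM final / Measure: percent inhibition scaled to no-enzyme and uninhibited-enzyme controls, plate-pattern corrected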
# The depositor's hits bear a star; i = inactive; . = not tested or not shown; & = joins results of further samples.
entry	molecule	TbMetRS inhib	NadD block	LMPTP inh	MLLE-PAM2 inh	SUMO1-SIM PPI	Scp-1 inhibitor	DNMT1 inh	Rpn11 inh	CSN inh	STEP inh
1	Cc1nnc(SCC(=O)NC2CCCCCC2)n1C	-0.5	-8	-2.3	2	0	-5	-4	i	1	0
2	COc1ccc(OC)c(S(=O)(=O)N2Cc3ccccc3CC2C(=O)Nc2nccs2)c1 (stereo not given)	0.4	2	2.5	-9	-1	4	-3	i	-1	-2
3	Cc1occc1-c1nnc(SCC(=O)NC(C)(C)C)n1CC(C)C	-0.5	-8	0.8	-3	-2	-6	1	i	2	-2
4	Cc1ccc2oc(C(Cl)(Cl)Cl)cc(=O)c2c1	0.0	-4	1.0	-6	-1	-9	8	i	1	4
5	CCOc1ccc2[nH]cc(S(=O)(=O)c3ccc(C)cc3)c(=O)c2c1	-0.2	2	-1.6	3	1	0	-1	i	7	-2
6	Cc1cc[n+](-c2[nH]c(=O)sc2/C=N/NC(=O)c2ccccc2[O-])cc1C	1.2	-7	1.3	32	11	-4	-2	i	-6	-1
7	COc1cccc(C(C#N)N2CCOCC2)c1 (stereo not given)	0.5	-5	-1.1	-10	-2	-2	2	i	6	-4
8	O=C(COC(=O)CCNS(=O)(=O)c1ccc(Cl)cc1)NCc1ccco1	-0.7	-3	-0.8	8	-2	-5	-4	i	-1	0
9	COc1ccc(Nc2nc(N)nc(CCl)n2)cc1	-0.5	-8	-1.0	2	20	-27	-2	i	-3	-4
10	Cc1nc(NC(=O)CSc2nnc(-c3ccccc3)c(-c3ccccc3)n2)c(Cl)cc1Cl	1.2	5	1.9	-65	-6	-7	-1	i	2	0
11	O=C1CCCN2N=C(SCC(=O)Nc3ccc(Cl)cc3)SC2=N1	0.3	8	-0.1	-5	-1	-2	-5	i	1	3
12	Cc1ccc(S(=O)(=O)NNC(=O)C(=O)NNS(=O)(=O)c2ccc(C)cc2)cc1	-0.3	1	-1.6	-11	2	8	1	i	-3	0
13	CC1Cc2cc(S(=O)(=O)N3CCC(C(=O)Nc4ccccn4)CC3)ccc2N1C(=O)C1CCC1 (stereo not given)	0.0	3	-0.1	3	-6	-10	-2	i	-4	0
14	Cc1cccc(C(=O)N2CCN(c3ccc(N4CCOCC4)nn3)CC2)c1	-0.1	-8	-1.4	-1	-10	-5	-10	i	-3	3
15	CC(NC(=O)c1cc(S(=O)(=O)N2CCOCC2)ccc1F)c1ccc(-n2ccnc2)cc1 (stereo not given)	-0.1	4	1.4	-21	7	-5	-6	i	0	1
16	COc1ccc(C(CNC(=O)CNC(=O)c2ccccc2Cl)N2CCCC2)cc1 (stereo not given)	0.1	1	-8.6	-1	-36	-9	0	i	4	-1
17	COc1cccc2c1cc1c(=O)n(CC(=O)N3CCN(c4cccc(C)c4C)CC3)nc(C)n12	-0.3	-3	0.5	9	-1	-2	-2	i	2	-2
18	CN(C)CCCNC(=O)/C=C/c1ccc2c(c1)OCO2	0.0	4	-9.4	-5	-8	-7	-7	i	1	-3
19	Cn1c(=O)c2c(nc(N3CCN(C(=O)c4ccco4)CC3)n2CCSc2ncccn2)n(C)c1=O	0.1	-4	-0.4	5	3	-4	7	i	0	0
20	O=C(Nc1ccc2c(c1)OCCO2)C1CCCC1	-0.2	-4	-7.7	3	-1	-5	3	i	-4	2
21	CCNC(=S)N(CCc1c(C)[nH]c2ccc(Cl)cc12)Cc1cccnc1	-0.1	-2	1.4	-121	-5	-2	-12	i	5	2
22	CSc1n[nH]c(-c2sccc2OCc2ccc(C)cc2)n1	-0.2	-3	0.7	-3	1	-2	-1	i	3	0
23	O=C(COC(=O)C1CCN(c2ccc(C(F)(F)F)cn2)CC1)Nc1ccc(Cl)cc1	-0.2	-4	4.4	-12	2	-1	-5	i	2	1
24	Cn1c(=O)n(CC(N)=O)c(=O)c2c1nc1n2CCCN1Cc1ccccc1	-0.8	-2	-1.5	2	-2	-7	-2	i	1	-1
25	O=C(C[n+]1cc(-c2ccc(Cl)cc2)n2c1CCC2)Nc1nc(-c2ccccc2)cs1	-0.4	5	0.5	-8	-5	3	-1	i	2	4
26	O=C(NNC(=O)c1cccs1)c1ccco1	1.6	2	-0.3	-5	2	-6	0	i	0	-1
27	COc1ccc(NC(=O)C2CCC(CNc3c(N4CCCCC4)c(=O)c3=O)CC2)cc1OC (stereo not given)	0.0&-0.4	3&5	-0.2&-0.5	15&-9	-6&1	-1&-3	4&-1	i	6&2	4&-3
28	O=C1CSC(=S)N1N=Cc1cccc2ccccc12	0.7	11	3.2	26	-7	-3	-20	i	-5	2
29	CC(=O)Nc1nc(C)c(CCC2OCCO2)c(=O)[nH]1	-1.3	-7	0.1	7	-4	-8	1	i	1	1
30	COc1ccc2c(C(=O)CN3CCN(CCO)CC3)c[nH]c2c1	0.1	-2	1.4	-11	-6	-3	-2	i	5	1
31	Cc1ccc(-c2nn3c(C)nnc3c3ccccc23)cc1S(=O)(=O)NC(C)(C)CO	0.7	4	0.3	5	5	3	4	i	-4	0
32	O=c1c2sc3nc(N4CCOCC4)c4c(c3c2ncn1C(c1ccccc1)c1ccccc1)CCCC4	0.3	32*	1.4	2	-31	3	3	i	-5	-2
33	Cc1cc(=O)oc2cc(OC(C)C)ccc12	0.1	-8	-0.9	6	0	-4	0	i	-3	-1
34	CCOC(=O)N1CCC(NC(=O)C2CCCN(Cc3nc(-c4cccc(C)c4)oc3C)C2)CC1 (stereo not given)	-0.4	-8	-1.5	-11	3	-6	2	i	2	-2
35	Cc1ccc(OCCCn2c(=O)sc3ccccc32)cc1	-0.7	-6	2.1	8	-2	-17	2	i	1	1
36	CCCCN(C(=O)c1cc(S(=O)(=O)N2CCCCCC2)ccc1OC)c1c(N)n(CCC)c(=O)[nH]c1=O	-0.7	-1	-0.4	3	3	3	1	i	-7	-2
37	CCCCNC(=O)OC(C)CNC(=O)OC (stereo not given)	-0.2	4	-1.2	0	1	-3	2	i	5	-2
38	O=C(CN1c2ccccc2Sc2ccccc21)NNC(=S)Nc1ccc(Cl)cc1	-0.4	14	4.4	24	6	-18	-27	i	1	-2
39	COc1ccccc1C(=O)NCC(=O)N/N=C/c1cn[nH]c1-c1ccccc1	-0.2	-10	-1.1	6	4	-10	0	i	3	1
40	Cc1ccc(C(=O)N2CCCN(c3nc4cc5c(cc4cc3C#N)OCO5)CC2)cc1	-0.6	21	3.3	-3	-20	2	-6	i	-13	-1
41	COc1ccc(C(=O)C2CCCN(S(=O)(=O)N(C)C)C2)c(C)c1 (stereo not given)	-0.6	5	-0.6	10	-3	-3	0	i	0	-2
42	Cc1ccc2nc(-c3ccc(F)cc3)c(CC3CCCCC3)n2c1	-1.9	4	1.7	.	6	.	.	.	6	.
43	CC(C1CC1)N(Cc1ccccc1)C(=S)Nc1ccccc1Cl (stereo not given)	-0.2	-6	2.1	-76	-8	-4	1	i	3	2
44	CCC(=O)N1CCc2cc(S(=O)(=O)CCC(=O)NCc3ccccc3OC)ccc21	-0.6	-1	-0.5	-2	-2	7	2	i	4	-1
45	O=C(c1cc(C2CC2)nc2ccccc12)N1N=C(C(F)F)CC1(O)C(F)F (stereo not given)	-0.6	1	0.8	4	6	-5	-5	i	2	-5
46	Cn1cc([N+](=O)[O-])c(C(=O)NC2CCCCCC2)n1	-0.3	-8	-0.7	6	-5	-2	1	i	-2	4
47	O=S(=O)(c1ccc(Br)cc1)N1CCN(c2ccc3nnc(-c4ccccc4)n3n2)CC1	-0.6	19	5.6	6	-38	10	-14	i	1	3
48	CSc1ncnc2c1ncn2CCCNCc1ccccc1	-1.0	0	-0.7	-6	1	.	7	i	-2	-4
49	CCc1ccccc1NS(=O)(=O)c1c(C(=O)N2CCCCCC2)c(C)n(C)c1C	0.2	0	0.7	4	4	-6	0	i	0	0
50	COc1ccc(N=N/C(=C\O)C(=O)c2cccs2)cc1	0.2	0	3.4	8	-19	-9	-4	i	-10	3
51	CNc1cncc(-c2ccc(F)c(F)c2)n1	-0.5	1	2.7	11	-11	.	3	i	3	1
52	Cc1ccc(OCC(=O)Nc2ccc(CN3CCOCC3)cc2)cc1	-0.4	0	-0.1	3	1	70*	1	i	1	-1
53	CC(CN1CCOCC1)OC(=O)C1COc2ccccc2O1 (stereo not given)	-0.6	-3	-0.8	22	-3	-5	1	i	-1	4
54	COc1ccc(C(=O)C(=O)N2CCN(c3ccccc3F)CC2)cc1	-0.4	.	-0.8	.	3	.	.	.	0	.
55	COc1ccc(N/N=C(\C#N)C(=N)N2CCCCC2)cc1	0.0	0	0.3	-4	-5	-11	-7	i	-1	-2
56	Cc1ccc(C(=O)OCC(=O)Nc2sccc2C(N)=O)cc1NC(=O)c1ccco1	-0.7	8	16	-14	22	6	-3	i	4	-3
57	CC(/C=N/NC(=O)c1cccnc1)=C\c1ccco1	-1.4	8	-1.5	17	1	3	-3	i	3	0
58	COc1ccccc1/C=C(\NC(=O)c1ccccc1)C(=O)NCc1ccco1	-0.3	-4	-0.9	5	2	-3	1	i	2	3
59	COc1cc(-c2noc(C)c2C(=O)NCCc2cccs2)cc(OC)c1OC	-0.2	0	0.0	-8	3	-5	2	i	-7	3
60	CCOc1ccc(C(=O)NC(=S)Nc2ccc(N3CCOCC3)c(Cl)c2)cc1[N+](=O)[O-]	-0.5	-1	3.0	25	-6	-12	-5	i	-9	-3
61	CC[n+]1c(/C=C(\C)Nc2ccccc2)sc2ccccc21	-0.2	17	0.6	6	-1	79*	-3	i	1	1
62	C=C(C)c1cccc(C(C)(C)NC(=O)N2CCN(CC)CC2)c1	0.6	-3	-2.4	2	4	-15	1	i	4	1
